C diff HTS: blocks growth of Clostridium difficile; Clostridium difficile clinical isolate growth, OD600, 24 h; active compounds read low; growth activity, negative = inhibition, % at 16 µg/mL (by protocol); actives 0.25% (n = 86,000); AID 1259249;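 active = mean growth activity at or below -80% and every replicate also at or below -80%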;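 also: 0% = DMSO wells and -100% = levofloxacin 16 µg/mL wells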
KDM4C inh: inhibitors of human demethylase GASC-1 KDM4C; Q9H3R0; inhibition, % at 12.5 µM; actives 0.15% (n = 96,000); AID 720574; GST-KDM4C 2-372, H3K9me3 peptide, LANCE TR-FRET;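 active = mean replicate inhibition above about 25%, with at least 55% of replicates also reaching it, limit read from the data, passing the limit was not always enough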
Target sequence (Q9H3R0 2-372 limits assumed): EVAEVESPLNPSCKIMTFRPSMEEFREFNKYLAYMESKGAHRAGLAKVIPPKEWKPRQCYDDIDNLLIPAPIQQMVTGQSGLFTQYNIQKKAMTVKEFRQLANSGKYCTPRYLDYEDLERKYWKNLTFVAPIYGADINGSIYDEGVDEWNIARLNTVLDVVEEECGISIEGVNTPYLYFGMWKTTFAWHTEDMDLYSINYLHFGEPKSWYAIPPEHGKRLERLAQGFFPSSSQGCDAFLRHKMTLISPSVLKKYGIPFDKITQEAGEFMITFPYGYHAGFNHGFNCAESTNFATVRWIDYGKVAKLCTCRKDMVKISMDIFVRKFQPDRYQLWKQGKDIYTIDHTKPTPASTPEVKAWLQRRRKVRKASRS
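Material: GST-tagged GASC-1 (JMJD2C) catalytic fragment, aa 2-372 / Quantity: enzyme final amount 10 nM / Medium: HEPES buffer, pH 7.5, plus ascorbate / Doses: one test concentration per compound / Incubation: 30 min reaction, 60 min detection, RT / Measured by: LANCE TR-FRET / Read-out: inhibition from TR-FRET ratio decrease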
Pf Dd2 inh: P. falciparum Dd2 growth inhibition | SYBR Green, 72 h; active compounds read low | AID 1159554 | activity change, % at 10 µM | actives 2.3% (n = 94,000); in the data active = activity change below about -80%
T cruzi growth: inhibitors of T. cruzi proliferation; T. cruzi beta-gal in NIH3T3, GalScreen luminescence, 90 h; inhibition, % at 8.34 µM; actives 5.9% (n = 77,000); AID 624255;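 active = mean inhibition above about 93%, with at least 55% of replicates each passing it, limit read from the data, passing the limit was not always enough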
* = called active by the depositor; . = not tested or not shown.

No.	smiles	T cruzi growth	Pf Dd2 inh	C diff HTS	KDM4C inh
1	COc1ccc(S(=O)(=O)N(C)C[C@@H]2Oc3ccc(NC(=O)CCCCCC(=O)Nc4ccccc4N)cc3C(=O)N([C@@H](C)CO)C[C@@H]2C)cc1	.	-46.7	-1.6	1.5
2	C[C@@H]1CN([C@H](C)CO)C(=O)Cc2cc(NC(=O)CCCN(C)C)ccc2O[C@@H]1CN(C)Cc1ccc(Oc2ccccc2)cc1	23.6	-36.8	-11.2	.
3	C[C@H]1CN([C@@H](C)CO)C(=O)c2cccc(NC(=O)C3CC3)c2O[C@@H]1CN(C)S(=O)(=O)c1ccc(F)cc1	52.4	-0.7	2.7	-0.4
4	CCCNC(=O)C[C@@H]1CC[C@H]2[C@H](COc3ccc(NC(=O)Nc4ccccc4)cc3C(=O)N2C)O1	54.9	-1.0	0.4	0.8
5	COc1ccc(NC(=O)N(C)C[C@@H]2OCCCC[C@@H](C)Oc3ccc(NC(=O)Nc4ccc5c(c4)OCO5)cc3C(=O)N([C@H](C)CO)C[C@@H]2C)cc1	29.0	24.5	1.8	0.9
6	C[C@@H]1CCCCO[C@H](CN(C)Cc2ccc(C(F)(F)F)cc2)[C@@H](C)CN([C@@H](C)CO)C(=O)c2cc(NS(=O)(=O)c3ccc(F)cc3)ccc2O1	11.5	-53.8	5.6	-2.2
7	Cc1ccc(S(=O)(=O)N(C)C[C@H]2Oc3ccc(NC(=O)Cc4cn(C)c5ccccc45)cc3CC(=O)N([C@H](C)CO)C[C@H]2C)cc1	70.5	-48.8	1.7	-2.9
8	C[C@H]1CN([C@@H](C)CO)C(=O)c2cccc(NC(=O)c3ccncc3)c2O[C@H]1CN(C)Cc1ccncc1	49.7	11.1	-1.8	-1.3
9	O=C(C[C@@H]1C[C@H]2c3cc(NS(=O)(=O)c4ccccc4)ccc3O[C@H]2[C@@H](CO)O1)N1CCCCC1	100.9*	-5.5	-3.9	-2.5
10	CC(C)NC(=O)Nc1ccc2c(c1)C(=O)N([C@@H](C)CO)C[C@@H](C)[C@H](CN(C)S(=O)(=O)c1ccc(F)cc1)OCCCC[C@@H](C)O2	18.4	.	3.3	2.9
11	O=C(C[C@@H]1CC[C@H]2[C@@H](COC[C@H](O)CN2S(=O)(=O)c2ccc(F)cc2)O1)N[C@H]1CCN(Cc2ccccc2)C1	67.7	-3.4	-11.1	0.6
12	CC(=O)N1[C@@H]2Cn3c(ccc(-c4ccc(F)cc4)c3=O)[C@H]1[C@@H](C(=O)N(C)C)[C@@H]2CO	-29.5	.	-1.3	-1.9
13	C[C@@H]1CN([C@H](C)CO)C(=O)c2cc(Br)cnc2O[C@H]1CN(C)C(=O)CC1CC1	-29.1	1.2	-0.7	0.7
14	C[C@H]1CCCCO[C@H](CN(C)S(=O)(=O)c2ccc(Cl)cc2)[C@@H](C)CN([C@@H](C)CO)C(=O)c2cc(NC(=O)CCCN(C)C)ccc2O1	.	-79.9	10.1	-2.5
15	Cc1noc(C)c1NC(=O)Nc1cccc2c1O[C@@H](CN(C)C(=O)Nc1cccc3ccccc13)[C@H](C)CN([C@H](C)CO)C2=O	23.9	1.8	2.9	4.4
16	Cc1noc(C)c1NC(=O)N(C)C[C@@H]1Oc2ccc(NC(=O)C3CC3)cc2C(=O)N([C@H](C)CO)C[C@H]1C	28.8	6.1	-1.8	-0.9
17	COC(=O)[C@H]1[C@H](CO)[C@H]2Cn3c(ccc(C4=CCCCC4)c3=O)[C@H]2N1Cc1cccnc1	.	28.2	-2.0	2.3
18	C[C@@H]1CN([C@@H](C)CO)C(=O)c2cccc(NC(=O)c3cnccn3)c2O[C@@H]1CN(C)C(=O)Nc1ccc(F)cc1	2.5	3.8	-1.5	6.9
19	O=C(C[C@@H]1CC[C@@H]2[C@H](COC[C@@H](O)CN2C(=O)Nc2ccc(Cl)c(Cl)c2)O1)NC1CCC1	-86.4	.	-97.6*	-1.2
20	CCC(=O)N1CCCCN2[C@H](C1)[C@H](c1ccc(-c3ccc(F)cc3)cc1)[C@@H]2CO	93.0	20.2	12.0	1.1
21	N#C[C@H]1[C@H](c2ccc(C#CC3CCCCC3)cc2)[C@@H](CO)N1S(=O)(=O)c1ccccc1	91.9	-79.4	-11.9	-1.8
22	COc1ccc(NC(=O)Nc2ccc3c(c2)C(=O)N([C@H](C)CO)C[C@@H](C)[C@@H](CN(C)C(=O)Nc2ccc(C(F)(F)F)cc2)O3)cc1	-81.0	-49.6	.	-0.4
23	COc1ccc2c3c([nH]c2c1)[C@@H](CO)N(Cc1ccccc1F)CC31CCN(C(=O)C2CCOCC2)CC1	.	-91.1*	3.0	-0.3
24	CCCC(=O)Nc1ccc2c(c1)C(=O)N(C)C[C@@H](OC)[C@@H](C)CN(Cc1cccc(F)c1)[C@@H](C)CO2	-9.4	-39.7	7.1	-1.0
25	C[C@@H]1CN([C@H](C)CO)C(=O)c2cc(C#Cc3cccc(F)c3)cnc2O[C@H]1CN(C)CC1CCOCC1	23.1	-25.7	-0.7	0.0
26	CCNC(=O)C[C@@H]1C=C[C@H](NC(=O)C2CCC2)[C@H](CO)O1	.	.	7.8	-0.1
27	CC(C)C#Cc1ccc([C@H]2[C@@H](CO)N(C(=O)C3CC3)[C@H]2CNC(=O)C2CC2)cc1	.	-24.6	-7.5	0.2
28	C[C@H](CO)N1C[C@H](C)[C@@H](CN(C)C(=O)CCC(F)(F)F)OCCCC[C@H](C)Oc2ccc(NS(=O)(=O)c3ccc(Cl)cc3)cc2C1=O	77.5	-2.1	-14.5	0.5
29	COc1ccc(S(=O)(=O)Nc2ccc3c(c2)C(=O)N([C@@H](C)CO)C[C@H](C)[C@H](CN(C)CC2CCCCC2)O3)cc1	47.2	6.9	6.2	2.2
30	CC(C)C#Cc1cnc2c(c1)C(=O)N([C@@H](C)CO)C[C@@H](C)[C@H](CN(C)Cc1ccccn1)O2	.	-40.6	-5.4	.
31	C/C=C/c1ccccc1[C@H]1[C@@H](CO)N(C(=O)NC2CCCC2)[C@H]1C#N	.	-5.4	-12.7	-0.2
32	CN1C(=O)c2cc(NC(=O)Cc3cccs3)ccc2OC[C@H]2O[C@H](CC(=O)NCC3CC3)CC[C@H]21	-36.1	7.4	3.7	-0.3
33	N#C[C@@H]1[C@H](c2ccc(-c3cccc(F)c3)cc2)[C@H](CO)N1C(=O)NC1CCCC1	97.2*	-76.5	15.4	-1.3
34	CCCNC(=O)Nc1ccc2c(c1)C(=O)N(C)C[C@H](OC)[C@H](C)CN(C(=O)C1CCC1)[C@@H](C)CO2	16.6	.	.	-0.5
35	C[C@@H]1CN([C@H](C)CO)C(=O)c2cc(C#CC3CCCCC3)cnc2O[C@H]1CN(C)C(=O)C1CCCCC1	38.2	-58.7	1.3	0.7
36	C[C@@H]1CN([C@H](C)CO)S(=O)(=O)c2ccc(Br)cc2O[C@@H]1CN(C)C(=O)Nc1ccc(C(F)(F)F)cc1	.	15.1	.	0.7

Fetched by structure from above (3):
No.	smiles	T cruzi growth	Pf Dd2 inh	C diff HTS	KDM4C inh
26	CCNC(=O)C[C@@H]1C=C[C@H](NC(=O)C2CCC2)[C@H](CO)O1	.	.	7.8	-0.1
34	CCCNC(=O)Nc1ccc2c(c1)C(=O)N(C)C[C@H](OC)[C@H](C)CN(C(=O)C1CCC1)[C@@H](C)CO2	16.6	.	.	-0.5
36	C[C@@H]1CN([C@H](C)CO)S(=O)(=O)c2ccc(Br)cc2O[C@@H]1CN(C)C(=O)Nc1ccc(C(F)(F)F)cc1	.	15.1	.	0.7

The list continues.
No.	smiles	T cruzi growth	Pf Dd2 inh	C diff HTS	KDM4C inh
37	O=C(Nc1cccc(F)c1)N1CC(=O)N2[C@H](CO)[C@H](c3ccc(C#Cc4cccnc4)cc3)[C@@H]2C1	.	-13.4	0.4	-0.6
38	C[C@@H]1CN([C@@H](C)CO)C(=O)c2c(c3ccccc3n2C)-c2ccccc2CO[C@H]1CN(C)C(=O)[C@H]1CCCN1C	50.5	-33.8	-5.8	0.2
39	C[C@H]1CN([C@@H](C)CO)C(=O)Cc2cc(NS(=O)(=O)c3cccs3)ccc2O[C@@H]1CN(C)S(=O)(=O)c1ccc(F)cc1	2.9	2.5	4.1	2.0
40	C[C@@H]1CN([C@@H](C)CO)C(=O)c2cc(NS(=O)(=O)c3ccc(F)cc3)ccc2O[C@@H]1CN(C)S(=O)(=O)c1ccccc1	43.6	26.7	-6.5	-1.3
41	O=C(c1ccccc1F)N1CC(=O)N2[C@@H](CO)[C@H](c3ccc(-c4ccccc4)cc3)[C@@H]2C1	.	7.6	-1.8	-0.7
42	OC[C@@H]1[C@@H](c2ccc(C#Cc3ccccc3F)cc2)[C@@H]2CN(Cc3cncnc3)CCCCN12	83.1	-17.3	-8.8	1.4
43	O=C(C1CCCC1)N1CCCCN2[C@H](CO)[C@H](c3ccc(C#CC4(O)CCCC4)cc3)[C@H]2C1	103.9*	-4.9	-9.2	.
44	C[C@@H]1CN([C@H](C)CO)S(=O)(=O)c2ccc(/C=C/c3ccccc3)cc2O[C@@H]1CN(C)C(=O)CN1CCOCC1	.	-10.5	-6.2	7.4
45	N#Cc1ccc(-c2ccc3c(c2)[C@H]2[C@H](CCN2C(=O)Cc2ccccc2)[C@@H](CO)N3)cc1	80.9	-23.1	-3.3	-3.6
46	CC=Cc1ccc2n(c1=O)C[C@@H]1[C@@H](CO)[C@H](C(=O)NCCc3cn(C)cn3)[C@H]2N1C(=O)C1CCCC1 (mixture of isomers)	60.1	7.7	1.0	-0.4
47	C[C@@H]1CN([C@H](C)CO)S(=O)(=O)c2ccc(C3=CCCCC3)cc2O[C@@H]1CN(C)Cc1cccc(C(=O)O)c1	45.5	2.8	1.9	4.0
48	O=C(C[C@H]1C[C@H]2c3cc(NC(=O)c4cccnc4)ccc3O[C@H]2[C@H](CO)O1)NC1CCCCC1	-47.8	6.4	10.0	-1.7
49	CCCN(C)C[C@@H]1Oc2cc(-c3ccc(C)cc3)ccc2S(=O)(=O)N([C@H](C)CO)C[C@@H]1C	41.3	-43.3	9.7	-1.8
50	O=C([C@H]1[C@H](CO)[C@H]2Cn3c(ccc(C4=CCCC4)c3=O)[C@@H]1N2C(=O)c1ccncc1)N1CCCCC1	34.7	2.3	-1.5	3.2
51	CO[C@@H]1CN(C)C(=O)c2cc(NC(=O)c3cccc(F)c3)ccc2OC[C@H](C)N(C(C)=O)C[C@H]1C	44.3	.	.	64.5*
52	C[C@@H]1CCCCO[C@@H](CN(C)Cc2ccccc2)[C@H](C)CN([C@H](C)CO)C(=O)c2cc(NC(=O)CCCN(C)C)ccc2O1	94.8	-22.7	0.8	2.1
53	C/C=C/c1ccccc1[C@@H]1[C@H](C#N)N(C(=O)CN2CCOCC2)[C@H]1CO	.	26.5	22.2	-1.5
54	Cc1ccc(S(=O)(=O)Nc2ccc3c(c2)C(=O)N([C@@H](C)CO)C[C@H](C)[C@H](CN(C)S(=O)(=O)c2ccccc2)OCCCC[C@H](C)O3)cc1	111.3*	-75.2	-14.0	-2.3
55	O=C(NC1CCC1)[C@H]1[C@H](CO)[C@H]2Cn3c(cccc3=O)[C@@H]1N2CC1CCCC1	.	8.8	21.4	-1.1
56	CO[C@H]1CN(C)C(=O)c2cc(NS(=O)(=O)c3ccccc3C)ccc2OC[C@@H](C)N(C)C[C@H]1C	-18.7	-57.5	.	-0.2
57	CN1C(=O)c2cc(NC(=O)c3cc(F)cc(F)c3)ccc2OC[C@@H]2O[C@@H](CC(=O)O)CC[C@H]21	40.4	15.8	-8.6	1.1
58	COc1ccc(S(=O)(=O)N(C)C[C@H]2Oc3ccc(NC(=O)Nc4ccc(C(F)(F)F)cc4)cc3C(=O)N([C@@H](C)CO)C[C@@H]2C)cc1	.	-7.2	.	12.0
59	C[C@H]1CN([C@@H](C)CO)C(=O)c2cc(NC(=O)NC3CCCCC3)ccc2O[C@@H]1CN(C)C(=O)NC1CCCCC1	-4.3	20.7	-2.8	0.3
60	CO[C@@H]1CN(C)C(=O)c2cc(NC(=O)Nc3cccc(Cl)c3)ccc2OC[C@H](C)N(C(=O)Nc2c(C)noc2C)C[C@@H]1C	-25.2	.	.	-0.7
61	C[C@@H]1CN([C@@H](C)CO)C(=O)c2cc(NC(=O)C3CCCCC3)ccc2O[C@@H]1CN(C)S(=O)(=O)c1ccc(Cl)cc1	64.7	8.8	0.7	.
62	COc1ccc(NC(=O)Nc2ccc3c(c2)CC(=O)N([C@@H](C)CO)C[C@H](C)[C@@H](CN(C)Cc2ccccc2)O3)cc1	25.0	-33.7	-6.4	-1.5
63	CNC[C@@H]1Oc2ncc(-c3ccccc3C)cc2C(=O)N([C@@H](C)CO)C[C@@H]1C	36.0	.	7.5	10.3
64	CS(=O)(=O)Nc1ccc2c(c1)[C@@H]1C[C@H](CC(=O)NCc3ccncc3)O[C@@H](CO)[C@@H]1O2	-17.8	29.1	-0.8	-0.5
65	CN(C)Cc1cn(CC[C@H]2CC[C@H](NC(=O)Cc3cccnc3)[C@H](CO)O2)nn1	-19.6	-12.4	.	2.9
66	COCC#Cc1cnc2c(c1)C(=O)N([C@H](C)CO)C[C@@H](C)[C@H](CN(C)C(=O)c1cnccn1)O2	33.9	12.2	-7.4	-0.7
67	O=C(C[C@H]1CC[C@H]2[C@@H](COC[C@H](O)CN2CC2CCOCC2)O1)N1CCOCC1	-36.7	0.7	.	1.1
